Bioassay records (PubChem)
MOR-DOR inv ag: mu-delta opioid heterodimer inverse agonism | P35372+P41143 | cell-based MOR-DOR heterodimer luminescence | inhibition, % at 9.3 µM | actives 0.21% (n = 340,000); in the data active means inhibition above about 22%, passing the limit was not always enough;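 further: 0% = cells with DMSO and 100% = wells without cells with DMSO; values of inactives mirror those of a sister screen read the other way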
Target sequence (P35372 whole entry, looked up): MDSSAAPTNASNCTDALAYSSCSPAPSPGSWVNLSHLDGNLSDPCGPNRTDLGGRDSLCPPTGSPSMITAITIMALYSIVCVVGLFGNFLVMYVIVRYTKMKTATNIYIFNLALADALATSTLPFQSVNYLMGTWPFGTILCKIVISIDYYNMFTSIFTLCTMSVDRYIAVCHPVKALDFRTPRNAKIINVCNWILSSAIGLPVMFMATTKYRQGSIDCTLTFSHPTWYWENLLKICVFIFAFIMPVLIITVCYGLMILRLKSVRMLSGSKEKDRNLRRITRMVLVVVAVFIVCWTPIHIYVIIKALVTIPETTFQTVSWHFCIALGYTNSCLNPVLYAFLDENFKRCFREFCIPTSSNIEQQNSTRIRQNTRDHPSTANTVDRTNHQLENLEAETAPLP
Target sequence (P41143 whole entry, looked up): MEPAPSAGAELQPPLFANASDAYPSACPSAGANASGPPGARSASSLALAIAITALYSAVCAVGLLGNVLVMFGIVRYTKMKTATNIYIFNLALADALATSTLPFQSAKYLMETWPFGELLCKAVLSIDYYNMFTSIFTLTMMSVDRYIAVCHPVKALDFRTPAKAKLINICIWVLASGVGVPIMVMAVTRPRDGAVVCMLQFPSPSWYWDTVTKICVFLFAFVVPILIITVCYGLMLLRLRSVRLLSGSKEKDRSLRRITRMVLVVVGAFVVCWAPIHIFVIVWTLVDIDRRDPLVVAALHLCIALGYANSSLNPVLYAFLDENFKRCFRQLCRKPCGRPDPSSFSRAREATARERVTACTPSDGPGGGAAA
phage Ecoli inh: E. coli growth loss with phage present. growth absorbance. actives 0.26% (n = 360,000). inhibition, % at 11.9 µM; in the data active means inhibition above about 11%
Pemphigus Ab inh: blocks pemphigus antibody binding to human desmoglein-3; P32926; DSG3-coupled beads, scFv-anti-DSG3-GFP binding, flow cytometry; stronger effect = lower value; binding (percent of control), % at 10 µM; actives 0.48% (n = 310,000); AID 588358;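 active means binding more than 3 SD below its plate's average and above zero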;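 further: hits lower antibody fragment binding to DSG3; some compounds called inactive have numbers as strong as hits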
AddAB inh: less growth of phage-infected E. coli with AddAB. E. coli expressing H. pylori AddAB, absorbance growth. inhibition, % at 11.9 µM. actives 0.29% (n = 330,000); in the data active means inhibition above about 12%;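 further: 0% = vehicle wells of infected cells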
Ecoli viability: bacterial growth inhibition, counter-screen for AddAB inhibitors | E. coli V3065 growth, OD600 absorbance, 18 h | inhibition, % at 11.9 µM | actives 0.27% (n = 330,000) | AID 449728;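 active means inhibition above the campaign's mean inhibition across all tested compounds plus 3 SD, cut at about 9.9% in these data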;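 further: uninfected addAB+ strain grown without phage in ampicillin broth; 0% = DMSO wells and 100% = ciprofloxacin 0.95 µg/ml wells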
HTR5A ag ctr: activates human HTR5A in OPRM1-OPRD1 agonist counter-screen | P47898 | AID 504692 | actives 0.61% (n = 340,000) | activation, % at 9.3 µM | HTR5A agonist assay, luminescence, cell-based; in the data active means activation mostly above about 9.5%, no sharp cut-off; inactive means mostly below about 7.6%;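 further: 0% = cells with vehicle only and 100% = reference agonist; strong numbers were not always called active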
PKA-R1A activ: PKA-R1A complex activation. PKA-R1A dissociation, Cy5-IP20 fluorescence polarization; scaled: DMSO 0%, 113 µM cGMP 100%. P00514+P68181. actives 0.083% (n = 340,000). activation, % at 11.4 µM;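 active means percent activation above the mean of all tested compounds plus 3 SD, cut at about 19% in these data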;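 further: higher means more PKAc released from R1A so a rise in polarization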
PfHsp90 set2: inhibits growth of yeast expressing Plasmodium falciparum Hsp90 | S. cerevisiae expressing PfHsp90, BacTiter-Glo ATP, 48 h; yeast lacking PDR1 and PDR3 efflux regulators | inhibition, % at 9.4 µM | actives 0.32% (n = 310,000) | AID 504621;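 active means every replicate shows inhibition above about 80%, whatever the replicate mean, limit read from the data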;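 further: 0% = DMSO neutral controls and 100% = 20 µM radicicol positive controls; yeast relying on Plasmodium falciparum Hsp90 in place of its own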
SUMO Mot1 rescue: SUMOylation pathway inhibition by Mot1-301 growth rescue; AID 2716; S. cerevisiae Mot1-301 growth rescue, ATP luminescence, 38.5C; percent above DMSO median, 100 means doubled; growth rescue, % at 18.8 µM; actives 1% (n = 320,000);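 active means every valid replicate shows activation above 250% relative to neutral control wells; inactive means the rest, any valid replicate at or below 250%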;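 further: OY570 slx delta 5 strain wells were the positive control but not used for scaling; some compounds called inactive have numbers as strong as hits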
OPRM1-OPRD1 ag: OPRM1-OPRD1 heterodimerization agonism. P35372+P41143. actives 0.3% (n = 340,000). cells, luminescence. activation, % at 9.3 µM; in the data active means activation above about 18%;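 further: 0% = vehicle-treated cells and 100% = reference agonist; values of inactives mirror those of a sister screen read the other way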
HTR5A inv ctr: counter-screen for OPRM1-OPRD1 inverse agonists: human HTR5A inverse agonism; inhibition, % at 9.3 µM; actives 0.083% (n = 340,000); AID 504634; P47898; HTR5A cell line, luminescence; in the data active means inhibition mostly above about 23%, no sharp cut-off; inactive means mostly below about 18%;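 further: 0% = cells with DMSO and 100% = no-cell wells with DMSO; some compounds called inactive have numbers as strong as hits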
Numbers without * were called inactive; · = no result given.

Molecule	MOR-DOR inv ag	phage Ecoli inh	Pemphigus Ab inh	AddAB inh	Ecoli viability	HTR5A ag ctr	PKA-R1A activ	PfHsp90 set2	SUMO Mot1 rescue	OPRM1-OPRD1 ag	HTR5A inv ctr
c1ccc(Nc2n[nH]nc2-c2ccccc2)cc1	-18	5.1	101	2.5	2.5	6	0	-9	-4	3.2	-3
Cc1ccc(NC(=O)NCCCN2CCCC2=O)c(C)c1	5	-0.7	103	1.4	0.9	1	-3	16	-1	-0.7	4
CCCCN(CC)CCNc1c(N2CCN(C(=O)OCC)CC2)c(=O)c1=O	13	3.3	98	3.8	0.5	4	-7	12	-3	-2.5	-24
O=S(=O)(c1cccc(NC(=S)NCc2ccco2)c1)N1CCOCC1	8	1.5	128	1.0	0.4	0	5	-6	3	-1.4	-6
COc1ccccc1Nc1nc(N)nc(CN2CCN(c3ccccc3F)CC2)n1	6	-0.9	97	-4.4	-4.2	7	-2	-83	-21	-0.9	-18
CC1(C)CC(=O)C2=C(C1)N(c1ccc(F)cc1)C(=O)CC2c1ccccc1 (stereo unspecified)	11	3.2	92	-0.1	0.3	3	-4	-11	-17	-1.7	2
CC(NCc1cccc(S(=O)(=O)N(C)C)c1)c1ccc(F)cc1 (stereo unspecified)	3	-1.1	103	0.3	1.6	-4	5	-33	-11	-0.6	12
CCn1c2ccccc2c2cc(NC(C)=O)ccc21	1	1.3	·	0.7	-0.1	1	-2	·	3	-0.2	-2
Cc1nn(C)c(C)c1CCC(=O)N1CCCC(N2CCN(c3ccc(F)cc3)CC2)C1 (stereo unspecified)	12	-1.4	103	-0.6	-0.2	4	0	-1	-3	-2.4	-17
CCOC(=O)C1=C(c2ccccc2)NC(SC)=C(C#N)C1c1cccnc1 (stereo unspecified)	17	2.8	101	2.1	2.0	0	-4	10	-1	-3.5	-13
O=C(NNC1CC(=O)N(c2ccccc2)C1=O)c1ccccc1Cl (stereo unspecified)	3	0.7	·	2.1	1.2	1	8	-9	168	-0.6	9
Cc1ccc(O)c(CNc2nc3ccccc3n2C)c1	13	5.8	101	0.8	2.9	1	-10	11	913*	-3.0	-2

An excerpt of these results, with values under each structure:
Below each compound – MOR-DOR inv ag | phage Ecoli inh | Pemphigus Ab inh | AddAB inh | Ecoli viability | HTR5A ag ctr | PKA-R1A activ | PfHsp90 set2 | SUMO Mot1 rescue | OPRM1-OPRD1 ag | HTR5A inv ctr
Cc1nn(C)c(C)c1CCC(=O)N1CCCC(N2CCN(c3ccc(F)cc3)CC2)C1 (stereo unspecified)
→ 12 | -1.4 | 103 | -0.6 | -0.2 | 4 | 0 | -1 | -3 | -2.4 | -17
CCOC(=O)C1=C(c2ccccc2)NC(SC)=C(C#N)C1c1cccnc1 (stereo unspecified)
→ 17 | 2.8 | 101 | 2.1 | 2.0 | 0 | -4 | 10 | -1 | -3.5 | -13

The list continues.
Molecule	MOR-DOR inv ag	phage Ecoli inh	Pemphigus Ab inh	AddAB inh	Ecoli viability	HTR5A ag ctr	PKA-R1A activ	PfHsp90 set2	SUMO Mot1 rescue	OPRM1-OPRD1 ag	HTR5A inv ctr
COc1ccc(C)cc1S(=O)(=O)N(C)CC(=O)Nc1ccc2c(c1)OCO2	5	2.6	98	2.0	-0.2	1	6	-7	0	-0.9	-9
O=C(NCCCN1CCOCC1)c1ccc2c(c1)N(Cc1c(F)cccc1Cl)C(=O)CS2	4	-1.1	·	2.2	-1.6	0	-6	0	-10	-0.5	-1
COc1ccc(S(=O)(=O)N2CCN(Cc3cccnc3)CC2)cc1	13	1.1	106	·	·	2	12	15	·	-3.9	-11
Cc1cccc(NC(=S)/N=C(\N)Nc2nc(C)c3ccccc3n2)c1	3	1.5	95	7.0	2.0	3	2	-4	-1	-0.5	-7
O=C(NC(=S)Nc1c(F)cc(F)cc1Br)c1ccc2c(c1)OCCO2	-7	0.3	106	-0.5	-1.8	-1	-14	-10	-6	1.3	2
CC(C)c1cc(-c2n[nH]c(=S)n2Cc2ccccc2)cs1	-23	2.1	102	0.2	-0.2	0	3	2	13	4.5	-24
Cc1ccc(C(=O)CSc2nc3ccccc3c(=O)n2N)o1	16	2.9	96	-0.9	-1.4	0	-11	-18	12	-3.0	-11
COc1ccccc1NC(=S)N/N=C1\CC(C)(C)Oc2ccc(O)cc21	7	2.9	111	3.0	1.8	4	-6	-4	11	-1.3	-12
Cc1ccc(CONC(=O)c2ccc(C)cc2)cc1	10	2.9	104	1.3	2.1	-1	-10	9	1	-2.5	-4
O=C(COc1ccc(Br)cc1F)Nc1nnc(C2CC2)s1	-7	2.1	103	1.2	-3.5	-3	-4	-11	2	1.7	7
Cc1ccc(Oc2nc(-c3ccccc3)ncc2S(C)(=O)=O)cc1	-20	1.7	103	-1.3	1.6	-3	4	-3	-5	3.6	-18
O=C(CSc1nnc2scc(-c3ccccc3)n12)NCc1ccco1	13	2.5	98	0.8	-0.6	0	5	2	-9	-2.1	-1
Cc1ccc(Cn2nnc(C(=O)Nc3cccc(C)c3C)c2N)cc1	-14	2.8	113	1.9	1.2	5	-1	·	36	2.8	-14
CC(C)=N/N=C(\N)SCc1ccccc1	-5	0.3	98	1.6	-1.6	-3	8	-5	0	1.0	10
COc1cc(C(=O)NCCOc2cc(C)cc(C)c2)cc(OC)c1OC	18	0.9	90	-1.7	0.9	2	14	3	631*	-3.8	-8
Nc1nnc(CC(c2ccccc2)c2ccccc2)s1	18	1.9	·	0.0	-0.6	-3	7	·	3	-3.0	8
CCC(C)N(C(=O)COC(=O)COc1c(C)cc(C)cc1C)C1CCS(=O)(=O)C1 (stereo unspecified)	13	3.0	92	1.0	1.0	10	-1	·	2	-2.4	-24
O=C(c1ccc(F)cc1F)N1CCCc2ccccc21	2	0.0	104	·	·	2	5	5	36	-0.3	-6
N#Cc1ccccc1Cn1cc(C#N)c2ccccc21	-4	2.3	114	2.4	-1.4	-2	-3	-1	·	0.7	8
CC1CCN(C(=O)/C(=C/c2ccccc2Cl)c2ccccc2)CC1	-38	1.5	·	3.1	-1.9	5	-2	-21	-10	6.3	-11
O=C(O)COc1ccccc1/C=N/NC(=O)CSc1nnc(SCc2cccc3ccccc23)s1	8	2.4	99	1.1	0.2	3	-15	9	·	-1.5	-18
C/C(=N/NC(=O)c1nnn(-c2nonc2N)c1COc1ccccc1)c1ccccc1Cl	-18	0.2	100	0.8	-2.0	-3	-15	22	12	3.5	11
CCCn1cc(CN2CCC(Cc3cccc(F)c3)(C(=O)OCC)CC2)c(C)n1	9	-0.3	97	1.3	1.7	1	-7	-9	342	-1.8	-3
O=C(NCCC1=CCCCC1)C1CCCN(S(=O)(=O)c2ccccc2)C1 (stereo unspecified)	-12	2.0	101	2.3	0.3	-4	1	-50	5	2.3	17
Cc1nnc(NC(=O)c2cc(-c3ccncc3)nc3c(C)cccc23)s1	10	-0.2	90	2.8	0.3	-2	0	-3	228	-1.9	-24
CCCCCC(=O)NNC1CC(=O)N(c2cccc(OCC)c2)C1=O (stereo unspecified)	14	-1.5	110	-1.1	-0.9	6	2	11	-5	-2.6	3
CC(=O)c1ccc(C(=O)N2CCCC(Nc3ccc(C(C)C)cc3)C2)s1 (stereo unspecified)	-3	0.1	107	0.1	-1.8	4	0	-15	105	0.6	14
CC(C)C(NC(=O)CC12CC3CC(CC(C3)C1)C2)C(=O)O (stereo unspecified)	2	3.4	96	0.6	-1.5	3	-9	3	0	-0.3	13
CCCCCCCCNC(=O)CC(NS(=O)(=O)c1ccc(NC(C)=O)cc1)C(C)C (stereo unspecified)	13	2.9	123	-2.6	-0.1	-2	6	32	3	-2.4	-18
CC1CCN(S(=O)(=O)c2ccc(NC(=O)c3cccs3)cc2)CC1	-22	4.7	108	-0.7	0.6	1	-14	-10	415*	3.9	-2
COC(=O)[C@H](CC(C)C)NC(=O)Nc1cccc(Br)c1	4	4.0	82	3.4	1.3	-2	4	-6	0	-0.6	-25
Cn1c(CN2CCOCC2)nnc1SCc1cccc(F)c1	9	3.1	100	3.9	0.2	1	1	7	-16	-1.7	-2
COc1ccc2c(c1)N(C(=O)CN1C(=O)C3CCCCC3C1=O)C(C)(C)C=C2C (stereo unspecified)	14	1.1	100	0.2	2.7	3	8	-6	48	-2.8	-12
CCOC(=O)N1CCC(=NNc2ccnc3cc(Cl)ccc23)CC1	-16	2.7	105	-0.7	-2.3	-2	-13	-2	60	3.3	4
CC(=O)COC(=O)C1=NN(c2ccccc2)C(=O)CC1	13	2.5	100	-0.1	0.5	-2	2	5	0	-2.8	8
Nn1c(Cc2ccccc2)n[nH]c1=S	7	1.9	116	3.2	-1.3	3	1	·	20	-1.5	-9
CNC(=O)c1c(NC(=O)c2ccc(S(=O)(=O)N3CCCCC3)cc2)sc2c1CCN(C(C)C)C2	1	-2.2	106	2.1	-5.7	0	3	-2	28	-0.3	-2
COc1ccc(NC(=O)Nc2ccc3c(c2)C(=O)N([C@H](C)CO)C[C@H](C)[C@@H](CN(C)S(=O)(=O)c2ccc(F)cc2)O3)cc1	6	3.9	·	1.9	-2.6	-1	-10	-1	-10	-1.1	-6
COc1ccc(-c2nnc(SC(C)C(=O)NCc3ccc4c(c3)OCO4)n2Cc2ccco2)cc1 (stereo unspecified)	17	3.3	108	-2.1	2.5	-9	-1	7	-21	-2.9	2
CCOC(=O)c1c(CCl)nc2ccccc2c1-c1ccccc1	-13	1.2	99	-0.5	-1.3	-4	1	-13	88	2.4	13
O=C(Nc1ccc(Cl)cc1)N1CCSC1=NCc1ccccc1	8	1.5	·	1.6	3.6	4	-10	-17	-7	-1.7	11
CCCn1c(=N)n(CC(O)c2ccc(C)cc2)c2ccccc21 (stereo unspecified)	9	1.7	108	3.3	1.3	-2	-10	1	-2	-1.8	7
C(=N\Nc1nc2ccccc2[nH]1)/c1c[nH]c2ccccc12	-19	1.8	101	2.0	1.7	3	-1	17	1	3.2	-9
COc1cc(/C=N/NC(=O)c2ccncc2)cc(OC)c1OC	11	-0.4	104	2.0	2.2	7	-13	5	8	-1.9	-12
CCN(C(=S)Nc1ccccc1F)C1CCCCC1	-3	2.1	86	-0.1	-2.7	6	9	-41	14	0.6	-14
O=C(Nc1ncccc1O)c1c(O)c2ccccc2[nH]c1=O	10	-1.4	104	-1.4	1.3	-1	9	14	0	-2.0	2
CCCc1cc(=O)oc2cc(OCC(=O)NC(Cc3c[nH]c4ccc(O)cc34)C(=O)O)c(Cl)cc12 (stereo unspecified)	19	1.8	97	4.5	-0.8	0	13	-17	-11	-3.7	17
CC(=O)c1sc(C(C)(C)C)cc1NC(=O)/C=C/C(=O)O	15	0.7	111	0.6	2.2	2	14	5	16	-3.0	-1
O=C(Nc1cccc(C(=O)Nc2ccc(Br)cc2)c1)c1ccccc1	-8	1.0	100	3.9	0.7	1	-13	5	10	1.8	-2
O=C(OCCN1CCCCC1)c1ccccc1Cl	0	2.6	104	1.0	0.1	1	-6	2	13	-0.1	21
CCOc1ccc(Oc2cc(NC(=O)c3ccco3)cc([N+](=O)[O-])c2)cc1	-30	4.0	135	3.1	-1.6	0	-5	-7	6	5.5	1
